Screens as filed in PubChem.
APOBEC3G inh: APOBEC3G (human) deaminase inhibition; Q9HC16; recombinant A3G, ssDNA deamination FAM/TAMRA fluorescence; inhibition, % at 20 µM; hit rate 0.28% among 330,000;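 active means inhibition of at least 40% at 20 µM, with no more than 30% in the related APOBEC3A deaminase screen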;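 further: plate controls were DMSO wells with A3G for no effect and wells lacking A3G enzyme for full effect; some compounds called inactive have numbers as strong as hits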
SENP1 FRET inh: SENP1 (human) catalytic domain inhibition; Q9P0U3; recombinant SENP1 catalytic domain, CyPet-SUMO1-YPet FRET cleavage; inhibition, % at 10 µM; hit rate 0.21% among 360,000; AID 624204;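 active means inhibition at least 30% at 10 µM, raw YFP signal under a set limit, fluorescence ratio 0.5 to 1.5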;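 further: 0% = enzyme with DMSO and 100% = no enzyme wells; some results filed as inactive read as strong as hits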
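Material: hSENP1 catalytic domain, recombinant; medium: Tris pH 8 with BME, BSA, NP40 and catalase; compound: single concentration of 10 µM compound, 0.5% DMSO final; technique: FRET read of cyan and yellow fluorescence; timing: 50 min enzyme reaction, room temperature, light-protected; reagent: SFCypet-SUMO1-SFYpet substrate at 25 nM; control set: no-enzyme low, enzyme-DMSO high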
UBC13 polyUb: inhibitors of human UBC13 polyubiquitin chain formation | P61088 | TR-FRET | inhibition, % at 20 µM | hit rate 0.47% among 330,000 | AID 485273; in the data active means inhibition above about 45%, passing the limit was not always enough
Apaf1 inhib: blocks human Apaf-1 apoptosome activity; O14727; hit rate 0.71% among 330,000; AID 489030; reconstituted apoptosome caspase-3 activity, DEVD-Rh110 fluorescence; inhibition, % at 20 µM; active means inhibition of at least 40% at 20 µM;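 further: plate controls were DMSO wells for no effect and DEVD-CHO caspase inhibitor wells for full effect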
Target sequence (O14727 whole entry, looked up): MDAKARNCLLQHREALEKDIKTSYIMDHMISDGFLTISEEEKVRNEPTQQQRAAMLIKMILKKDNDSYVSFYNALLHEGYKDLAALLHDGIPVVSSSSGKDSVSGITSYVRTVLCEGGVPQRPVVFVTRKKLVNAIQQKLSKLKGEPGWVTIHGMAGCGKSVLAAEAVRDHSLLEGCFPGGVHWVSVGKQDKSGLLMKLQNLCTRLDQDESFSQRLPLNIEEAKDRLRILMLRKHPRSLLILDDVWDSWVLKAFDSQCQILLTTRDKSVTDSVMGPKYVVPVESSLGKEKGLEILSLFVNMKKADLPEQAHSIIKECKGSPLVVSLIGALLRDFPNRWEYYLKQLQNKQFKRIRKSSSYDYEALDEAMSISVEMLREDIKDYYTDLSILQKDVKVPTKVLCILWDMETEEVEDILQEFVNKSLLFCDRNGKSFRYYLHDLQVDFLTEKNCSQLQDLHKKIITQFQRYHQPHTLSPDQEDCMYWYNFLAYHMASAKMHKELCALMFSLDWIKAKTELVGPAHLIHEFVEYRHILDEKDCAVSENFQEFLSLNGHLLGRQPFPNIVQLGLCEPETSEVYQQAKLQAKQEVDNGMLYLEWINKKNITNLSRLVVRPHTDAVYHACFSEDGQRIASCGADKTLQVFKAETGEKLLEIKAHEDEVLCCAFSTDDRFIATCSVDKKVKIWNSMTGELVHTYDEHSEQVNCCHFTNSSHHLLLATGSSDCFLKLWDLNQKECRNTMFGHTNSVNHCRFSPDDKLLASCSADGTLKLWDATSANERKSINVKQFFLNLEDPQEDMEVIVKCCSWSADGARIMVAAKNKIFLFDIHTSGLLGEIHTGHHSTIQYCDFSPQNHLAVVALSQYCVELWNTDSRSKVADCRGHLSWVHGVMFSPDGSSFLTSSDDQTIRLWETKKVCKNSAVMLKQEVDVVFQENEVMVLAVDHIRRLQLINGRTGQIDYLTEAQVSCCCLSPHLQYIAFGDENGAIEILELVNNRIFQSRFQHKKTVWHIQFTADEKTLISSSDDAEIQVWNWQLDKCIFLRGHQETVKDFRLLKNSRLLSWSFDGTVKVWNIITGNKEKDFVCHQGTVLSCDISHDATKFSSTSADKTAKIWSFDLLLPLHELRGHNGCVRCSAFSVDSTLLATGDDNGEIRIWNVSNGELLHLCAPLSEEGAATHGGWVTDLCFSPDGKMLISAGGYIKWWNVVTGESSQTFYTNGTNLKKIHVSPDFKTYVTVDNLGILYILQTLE
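Material: reconstituted apoptosome with Apaf-1, cytochrome c, caspase-9, procaspase-3, dATP; medium: pH 7.5 Hepes buffer with CHAPS, BSA, DTT; also added: cytochrome c and DEVD-Rh110 substrate; timing: 30 min plus 50 min, RT; signal: Rh110 fluorescence intensity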
SENP8 block-1: blocks the human protease SENP8 | Q96LD8 | purified SENP8, Z-RLRGG-aminoluciferin cleavage, luminescence | inhibition, % at 10 µM | hit rate 1.2% among 330,000 | AID 2540; in the data active means inhibition above about 50%
SENP8 block-2: inhibitors of human SENP8 protease. Q96LD8. recombinant SENP8, Nedd8 substrate fluorescence. inhibition, % at 20 µM. hit rate 0.64% among 360,000. AID 602440; in the data active means inhibition mostly above about 40%, no sharp cut-off; inactive means mostly below about 27%
SENP7 inh: blocks the human protease SENP7 | AID 434973 | inhibition, % at 5 µM | recombinant SENP7, Z-RLRGG-aminoluciferin luminescence, 40 min | hit rate 1.5% among 330,000;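 active means inhibition above about 50% at the single test dose, limit read from the data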;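 further: plate controls were DMSO with enzyme for no effect and no enzyme buffer wells for full effect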
SENP6 inh: blocks the human protease SENP6; Q9GZR1; Recombinant SENP6 catalytic domain, aminoluciferin luminescence; inhibition, % at 10 µM; hit rate 1.8% among 330,000; AID 2599;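 active means inhibition above about 50% at the single tested dose, limit read from the data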;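 further: plate controls were DMSO wells with enzyme for no effect and DMSO wells lacking enzyme for full effect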
* = called active by the depositor; . = not tested or not shown.

SMILES | APOBEC3G inh | SENP1 FRET inh | UBC13 polyUb | Apaf1 inhib | SENP8 block-1 | SENP8 block-2 | SENP7 inh | SENP6 inh
CN(C)c1ccc(/C=C(\NC(=O)c2ccccc2)C(=O)NCCCN2CCOCC2)cc1 | 0 | 1 | -13 | -1 | 4 | -70 | -7 | 13
CCOc1cc(N2CCOCC2)c(OCC)cc1NC(C)C(=O)N1CCC(C)CC1 (stereo unspecified) | -5 | 19 | 1 | 6 | -3 | 19 | 5 | 7
COc1ccc(N(C)S(=O)(=O)c2cccc(C(=O)Nc3nnc(C)s3)c2)cc1 | 4 | 2 | -7 | 16 | -12 | -5 | -12 | 4
COc1ccc(-c2cc(C(=O)Nc3ccc(S(=O)(=O)Nc4onc(C)c4C)cc3)c3ccccc3n2)cc1OC | -6 | 2 | -2 | 9 | -1 | -347 | -7 | -16
Cc1ccc(OCC(=O)N/N=C\c2cn(C)c3ccccc23)c([N+](=O)[O-])c1 | 0 | 1 | -14 | 21 | -10 | 21 | 0 | -5
CC1(C)CC(CCNC(=O)c2ccco2)CC(C)(C)N1 | 2 | 2 | 6 | 2 | 2 | 5 | -1 | 7
COc1cc(CC(NC(C)=O)C(=O)NC2CCN(S(=O)(=O)c3ccc(NC(C)=O)cc3)CC2)cc(OC)c1 (stereo unspecified) | -7 | 0 | -4 | -1 | -9 | 11 | -1 | 6
CC(C)(C)c1cc(NC(=O)c2c(F)cccc2Cl)n(-c2ccccc2)n1 | -4 | 1 | -6 | 16 | 9 | -3 | 4 | 11
c1cncc(CNc2ncn[nH]2)c1 | -3 | 1 | 13 | -8 | -4 | 28 | -3 | 4
CCN(c1ccc(OC)cc1)S(=O)(=O)c1cc(-c2cc(C)no2)ccc1OC | -3 | 3 | 4 | -2 | 3 | -10 | 0 | 8
CCOc1cc(/C=N/NC(=O)CSc2nncn2C)ccc1OC(=O)c1ccc(Cl)cc1 | -2 | 3 | 7 | 18 | -8 | 21 | 7 | 0
Cc1ccc(N=CC=C2OC(C)(C)C(C)(C)O2)cc1 | 7 | -47 | -6 | -21 | -2 | -118 | -3 | -8
COc1ccc(CNC(=O)CN(C)S(=O)(=O)c2ccc3c(c2)c(=O)n(C)c(=O)n3C)cc1 | -1 | -1 | 1 | -2 | -10 | 8 | 0 | -8
COc1ccc2ccc3c(c2c1)N=CC1(O3)N(C)c2ccccc2C1(C)C (stereo unspecified) | 20 | -64 | -8 | 13 | -1 | -254 | 4 | -5
Cc1cccc(C)c1NC(=O)CNc1ncnc2sc(C)c(C)c12 | -5 | -1 | -2 | 2 | -11 | 7 | -4 | -10
CN(CC(=O)Nc1cccc(F)c1)C(=O)c1cccnc1Sc1ccccc1Cl | -10 | 4 | 3 | 3 | 0 | 8 | -6 | 1
O=C(NCCC1CCCCN1S(=O)(=O)c1cccs1)C(=O)Nc1ccc(F)cc1 (stereo unspecified) | -4 | 2 | 2 | 18 | -10 | 19 | 7 | -17
COc1ccc(N(C)C(=O)c2cc3c(s2)-c2c(C)cccc2OC3)c(OC)c1 | -2 | 1 | 4 | 15 | 1 | -27 | 4 | -8
CCOC(=O)C1=C(C)N(C[C@@H]2CC[C@@H](Cc3ccc4cc(OC)ccc4c3)O2)C(=O)NC1c1ccccc1 (stereo partly specified) | 2 | -2 | . | 27 | . | 12 | -4 | .
COc1ccc(NC(=O)C2=CC(c3ccc(OC)cc3)=NS(=O)(=O)N2C)cc1 | 1 | -2 | 1 | 11 | 3 | 15 | -5 | -2
CC(C)NC(=O)Cn1nnc(-c2ccc(Cl)cc2)n1 | -4 | 2 | -9 | -2 | -5 | 21 | -6 | 1
Cc1ccc2nc3c(nc2c1C)C(O)=C3O | -4 | 3 | -7 | -3 | 2 | -2 | 8 | 5
CC(=O)c1c(C)[nH]c(C(=O)OCC(=O)N2CCN(S(=O)(=O)c3ccc(C)cc3)CC2)c1C | -9 | 3 | 14 | -7 | 3 | -2 | 0 | -5
Cc1ccc(S(=O)(=O)N2CCCOC2)cc1 | -5 | 1 | 2 | -13 | -4 | 7 | 1 | -4
CCCCc1nc(SCC(=O)Nc2nnc(C(C)C)s2)n[nH]1 | 4 | 2 | -5 | 7 | 7 | 6 | 1 | 6

Two compounds picked at random from the list so far:
SMILES | APOBEC3G inh | SENP1 FRET inh | UBC13 polyUb | Apaf1 inhib | SENP8 block-1 | SENP8 block-2 | SENP7 inh | SENP6 inh
COc1cc(CC(NC(C)=O)C(=O)NC2CCN(S(=O)(=O)c3ccc(NC(C)=O)cc3)CC2)cc(OC)c1 (stereo unspecified) | -7 | 0 | -4 | -1 | -9 | 11 | -1 | 6
CN(CC(=O)Nc1cccc(F)c1)C(=O)c1cccnc1Sc1ccccc1Cl | -10 | 4 | 3 | 3 | 0 | 8 | -6 | 1

17 entries already listed, arranged by molar mass, rising:
SMILES | APOBEC3G inh | SENP1 FRET inh | UBC13 polyUb | Apaf1 inhib | SENP8 block-1 | SENP8 block-2 | SENP7 inh | SENP6 inh
Cc1ccc2nc3c(nc2c1C)C(O)=C3O | -4 | 3 | -7 | -3 | 2 | -2 | 8 | 5
Cc1ccc(N=CC=C2OC(C)(C)C(C)(C)O2)cc1 | 7 | -47 | -6 | -21 | -2 | -118 | -3 | -8
CC1(C)CC(CCNC(=O)c2ccco2)CC(C)(C)N1 | 2 | 2 | 6 | 2 | 2 | 5 | -1 | 7
CC(C)NC(=O)Cn1nnc(-c2ccc(Cl)cc2)n1 | -4 | 2 | -9 | -2 | -5 | 21 | -6 | 1
CCCCc1nc(SCC(=O)Nc2nnc(C(C)C)s2)n[nH]1 | 4 | 2 | -5 | 7 | 7 | 6 | 1 | 6
COc1ccc2ccc3c(c2c1)N=CC1(O3)N(C)c2ccccc2C1(C)C (stereo unspecified) | 20 | -64 | -8 | 13 | -1 | -254 | 4 | -5
CC(C)(C)c1cc(NC(=O)c2c(F)cccc2Cl)n(-c2ccccc2)n1 | -4 | 1 | -6 | 16 | 9 | -3 | 4 | 11
CCN(c1ccc(OC)cc1)S(=O)(=O)c1cc(-c2cc(C)no2)ccc1OC | -3 | 3 | 4 | -2 | 3 | -10 | 0 | 8
COc1ccc(N(C)S(=O)(=O)c2cccc(C(=O)Nc3nnc(C)s3)c2)cc1 | 4 | 2 | -7 | 16 | -12 | -5 | -12 | 4
CN(CC(=O)Nc1cccc(F)c1)C(=O)c1cccnc1Sc1ccccc1Cl | -10 | 4 | 3 | 3 | 0 | 8 | -6 | 1
CN(C)c1ccc(/C=C(\NC(=O)c2ccccc2)C(=O)NCCCN2CCOCC2)cc1 | 0 | 1 | -13 | -1 | 4 | -70 | -7 | 13
O=C(NCCC1CCCCN1S(=O)(=O)c1cccs1)C(=O)Nc1ccc(F)cc1 (stereo unspecified) | -4 | 2 | 2 | 18 | -10 | 19 | 7 | -17
COc1ccc(CNC(=O)CN(C)S(=O)(=O)c2ccc3c(c2)c(=O)n(C)c(=O)n3C)cc1 | -1 | -1 | 1 | -2 | -10 | 8 | 0 | -8
CC(=O)c1c(C)[nH]c(C(=O)OCC(=O)N2CCN(S(=O)(=O)c3ccc(C)cc3)CC2)c1C | -9 | 3 | 14 | -7 | 3 | -2 | 0 | -5
CCOc1cc(/C=N/NC(=O)CSc2nncn2C)ccc1OC(=O)c1ccc(Cl)cc1 | -2 | 3 | 7 | 18 | -8 | 21 | 7 | 0
CCOC(=O)C1=C(C)N(C[C@@H]2CC[C@@H](Cc3ccc4cc(OC)ccc4c3)O2)C(=O)NC1c1ccccc1 (stereo partly specified) | 2 | -2 | . | 27 | . | 12 | -4 | .
COc1cc(CC(NC(C)=O)C(=O)NC2CCN(S(=O)(=O)c3ccc(NC(C)=O)cc3)CC2)cc(OC)c1 (stereo unspecified) | -7 | 0 | -4 | -1 | -9 | 11 | -1 | 6

The list goes on.
SMILES | APOBEC3G inh | SENP1 FRET inh | UBC13 polyUb | Apaf1 inhib | SENP8 block-1 | SENP8 block-2 | SENP7 inh | SENP6 inh
O=C(c1cnc(N2CCN(c3ncccn3)CC2)c2ccccc12)N1CCN(c2ccccn2)CC1 | 0 | 2 | 6 | 21 | -6 | -305 | 0 | -8
Cc1cccc(NC(=O)c2cc(Cl)nc3ccccc23)n1 | -3 | -3 | -2 | -20 | -2 | 2 | 6 | -4
CCCCN(C(=O)c1ccc(NC2CC2)c([N+](=O)[O-])c1)c1c(N)n(CC(C)C)c(=O)[nH]c1=O | -7 | -4 | -39 | 0 | -9 | 0 | -15 | -5
CCCOc1ccc(C(=O)C(c2ccccc2)N2CCOCC2)cc1 (stereo unspecified) | -10 | 0 | -2 | 6 | -3 | 8 | 0 | 0
CC(=O)Nc1ccn(-c2ccccc2)n1 | -5 | -1 | -3 | -4 | -3 | 7 | 5 | -17
CCCCNC(=S)N(CCCN(C)C)Cc1cc2cc3c(cc2[nH]c1=O)OCO3 | -4 | -9 | 7 | 4 | -12 | -396 | -7 | 15
Fc1ccc(-c2noc(-c3ccc4c(c3)CCO4)n2)cc1 | 1 | 0 | -4 | -8 | 67* | 5 | 96* | 79*
COc1cccc(C(=O)c2cn(CC(=O)NCc3ccco3)c3nc(C)ccc3c2=O)c1 | 18 | -43 | -15 | 10 | -1 | 1 | 6 | -12
CC(=O)Nc1ccc(S(=O)(=O)N2CCN(Cc3ccncc3)CC2)cc1 | -5 | -2 | 3 | -1 | 4 | 10 | 4 | 11
Cc1cccc(NS(=O)(=O)c2nnc(NC(=O)C3CCCCC3)s2)c1 | -3 | 1 | -23 | 23 | -8 | 17 | -10 | -4
Cc1ccc(NC(=O)N2CCN(C(=O)C3CCCO3)CC2)cc1 (stereo unspecified) | -6 | 0 | 1 | 4 | -4 | 1 | 3 | -11
CCC(CC)NC(=O)c1cccc([N+](=O)[O-])c1C | 2 | 2 | -4 | -1 | -2 | 21 | 6 | -10
CC(=O)c1c(C)nn(CCC(=O)O)c1C | 1 | 4 | 10 | -4 | 2 | -3 | -6 | 4
O=C1/C(=C/c2cccs2)SC(=S)N1c1ccccc1 | -11 | -2 | -18 | -1 | -1 | 13 | -3 | -7
O=C(CN1C(=O)CSc2ccc(S(=O)(=O)N3CCOCC3)cc21)NCCCN1CCOCC1 | -9 | 1 | -9 | 6 | -8 | 9 | -10 | -15
CCc1ccc(OCC(=O)Nc2ccc(S(=O)(=O)Nc3cc(C)on3)cc2)c(Br)c1 | -7 | -1 | -14 | 8 | 5 | 6 | 2 | -3
C/C(CCc1oc2ccc(Cl)cc2c1-c1ccc(C)o1)=N\O | -1 | -5 | 11 | 22 | -5 | 13 | -5 | -1
O=C(Nc1cccc([N+](=O)[O-])c1)c1ccc(N2CCCC2=O)cc1 | -11 | 0 | 8 | 2 | -15 | 7 | -7 | -18
COc1ccc(CC(=O)N2CC(=O)N(CCc3ccccc3)C(=O)C2)cc1 | 2 | 0 | -8 | 14 | -1 | 6 | 2 | -2
O=C(NCc1ccco1)C(=O)NCC1OCCCN1S(=O)(=O)c1ccccc1 (stereo unspecified) | -2 | 1 | 4 | -3 | 5 | 9 | 3 | 12
CCOc1ccc(NC(=O)CS(=O)(=O)c2cn(CC)c3ccccc23)cc1 | -3 | 6 | 6 | 6 | -9 | 19 | 12 | -15
O=C(Cn1c(-c2ccco2)nc2ccccc21)N1CCCCC1 | -4 | -4 | -2 | 3 | -11 | -48 | -2 | -6
O=C(N/N=C/c1ccccn1)c1[nH]c2ccc([N+](=O)[O-])cc2c1-c1ccccc1 | -4 | -3 | -15 | 11 | 0 | 10 | 7 | 21
O=C1c2cccc3cccc(c23)C(=O)N1c1ccc(O)cc1 | -3 | 1 | 1 | -17 | -1 | 10 | 1 | 10
COc1ccc(-c2cc(C(=O)N/N=C/c3cccnc3)c3ccccc3n2)c(OC)c1 | -1 | -1 | -1 | 5 | 4 | -432 | 4 | -15
O=C(CNc1ccccc1)NNC1=NCCC1 | -6 | -1 | 1 | -5 | 4 | 10 | -6 | 19
